Screening results: PubChem, Sanford-Burnham Center for Chemical Genomics
NALP3 yeast inh – NALP3 inhibition in yeast | Yeast reconstituted NLRP3/ASC/caspase-1, beta-gal luminescence, 24 h | inhibition, % at 10 µM | actives 0.39% (n = 330,000) | AID 2825;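 active means inhibition of 50% or more; inactive means inhibition below 50%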;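 further: plate controls were induced DMSO wells for no effect and uninduced yeast grown without galactose for full effect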
APOBEC3A inh – human APOBEC3A DNA deaminase inhibition. inhibition, % at 20 µM. AID 493011. P31941. actives 0.41% (n = 330,000). recombinant A3A, FAM/TAMRA ssDNA deamination fluorescence;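 active means at least 40% inhibition at 20 µM here, with at most 30% in a related deaminase screen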;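 further: plate controls were A3A with DMSO for no effect and wells lacking A3A enzyme for full effect; some results filed as inactive read as strong as hits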
Target sequence (P31941 whole entry, looked up): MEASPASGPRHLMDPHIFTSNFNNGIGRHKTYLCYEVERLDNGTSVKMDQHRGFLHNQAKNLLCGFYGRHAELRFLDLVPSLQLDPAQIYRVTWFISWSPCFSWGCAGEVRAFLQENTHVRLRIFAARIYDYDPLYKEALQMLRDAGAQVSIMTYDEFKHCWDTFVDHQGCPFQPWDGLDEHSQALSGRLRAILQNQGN
SENP1 FRET inh – blocks the human SENP1 SUMO protease catalytic domain; Q9P0U3; recombinant SENP1 catalytic domain, CyPet-SUMO1-YPet FRET cleavage; inhibition, % at 10 µM; actives 0.21% (n = 360,000); AID 624204;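 active means inhibition at least 30% at 10 µM, raw YFP signal under a set limit, fluorescence ratio 0.5 to 1.5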;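 further: 0% = enzyme with DMSO and 100% = no enzyme wells; some results filed as inactive read as strong as hits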
Target sequence (Q9P0U3 419-644 limits assumed): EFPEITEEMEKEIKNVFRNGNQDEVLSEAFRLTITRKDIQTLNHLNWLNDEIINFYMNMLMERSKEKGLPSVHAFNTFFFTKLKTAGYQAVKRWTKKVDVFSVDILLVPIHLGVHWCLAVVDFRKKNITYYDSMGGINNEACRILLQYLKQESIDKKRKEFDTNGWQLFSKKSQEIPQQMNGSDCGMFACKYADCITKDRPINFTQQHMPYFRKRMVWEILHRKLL
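Test system: human SENP1 catalytic domain; medium: Tris pH 8 buffer plus EDTA, NaCl, BME, BSA, NP40, catalase; incubation: 50 min reaction at room temperature; technique: FRET, CFP and YFP emission; controls: no-enzyme low control and enzyme-plus-DMSO high control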
hIAP block – blocks human intestinal alkaline phosphatase; purified IAP, CDP-Star luminescence, 30 min; inhibition, % at 10 µM; AID 2544; actives 0.12% (n = 330,000);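 active means inhibition reaching a set limit with compound at 10 µM in the primary screen, cut at about 35% in these data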;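 further: plate controls were DMSO wells with enzyme for no effect and no-enzyme buffer wells for full effect; values of inactives mirror those of a sister screen read the other way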
Target sequence (P09923 whole entry, looked up): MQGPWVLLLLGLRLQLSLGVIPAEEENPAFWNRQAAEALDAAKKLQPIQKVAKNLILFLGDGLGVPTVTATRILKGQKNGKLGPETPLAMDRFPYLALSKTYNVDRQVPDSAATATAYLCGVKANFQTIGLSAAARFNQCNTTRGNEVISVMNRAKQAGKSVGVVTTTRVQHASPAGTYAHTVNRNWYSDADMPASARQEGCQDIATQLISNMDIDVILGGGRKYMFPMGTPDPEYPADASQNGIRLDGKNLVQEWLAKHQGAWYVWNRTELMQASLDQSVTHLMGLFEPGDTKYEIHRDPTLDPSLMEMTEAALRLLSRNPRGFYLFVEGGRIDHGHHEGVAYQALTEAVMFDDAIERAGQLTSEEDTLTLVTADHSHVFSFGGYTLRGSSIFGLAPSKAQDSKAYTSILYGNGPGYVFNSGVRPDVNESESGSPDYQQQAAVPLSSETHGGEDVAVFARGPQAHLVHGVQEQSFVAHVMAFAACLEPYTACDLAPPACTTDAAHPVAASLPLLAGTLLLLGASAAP
mIAP act – mouse IAP activation | actives 0.24% (n = 330,000) | muIAP, CDP-Star luminescence, 30 min; hits give high values; 1 = vehicle-only enzyme signal, 0 = enzyme-free wells | activation factor at 10 µM;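 active means activation factor of at least 2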; further: the source names both 10 and 20 µM as test concentration; values of inactives mirror those of a sister screen read the other way
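Assay system: mouse IAP enzyme / Compound: DMSO-dissolved test compounds / Timing: 30 min, room temperature / Measured by: luminescence from enzymatic CDP-Star hydrolysis / Control set: DMSO-only wells, enzyme-free buffer wells as negative control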
mIAP block – mouse IAP inhibition; purified mouse IAP, CDP-Star luminescence, 30 min; inhibition, % at 10 µM; actives 0.2% (n = 330,000); AID 2806;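 active means inhibition of at least 40% at 10 µM in the primary screen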;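 further: plate controls were DMSO with enzyme for no effect and no enzyme wells for full effect; values of inactives mirror those of a sister screen read the other way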
beta cell repl – inducers of beta-cell replication in MIN6 cells; actives 0.29% (n = 330,000); AID 2380; proliferation, % at 10 µM; MIN6 cells proliferation, ATPlite luminescence, 48 h; cells starved in 0.2% serum; 100% = growth in 10% serum;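 active means compounds whose signal lies at least 3.5 SD above the mean of all wells on their plate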;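 further: 0% = DMSO-treated cells in low-serum medium and 100% = 10% serum control; some compounds called inactive have numbers as strong as hits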
APOBEC3G inh – inhibitors of human APOBEC3G DNA deaminase; actives 0.28% (n = 330,000); inhibition, % at 20 µM; recombinant A3G, ssDNA deamination FAM/TAMRA fluorescence; Q9HC16;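 active means inhibition of at least 40% at 20 µM, with no more than 30% in the related APOBEC3A deaminase screen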;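 further: plate controls were DMSO wells with A3G for no effect and wells lacking A3G enzyme for full effect; some compounds called inactive have numbers as strong as hits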
hIAP act – human IAP activation; P09923; activation factor at 10 µM; purified human IAP, CDP-Star luminescence, 30 min; hits give high values; 1 = vehicle-only enzyme, 0 = enzyme-free background; actives 0.16% (n = 330,000);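 active means activation factor of the enzyme at least 2-fold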; further: the source names both 10 and 20 µM as test concentration; values of inactives mirror those of a sister screen read the other way
Numbers without * were called inactive; · = no result given. An excerpt (hit frequency here may not be typical).

SMILES | NALP3 yeast inh | APOBEC3A inh | SENP1 FRET inh | hIAP block | mIAP act | mIAP block | beta cell repl | APOBEC3G inh | hIAP act
Cc1cc(Nc2ncc(Cl)cc2Cl)n[nH]1 | -3.5 | 1.0 | -0.5 | -2.2 | 0.98 | 2.0 | 0.7 | -4.4 | 1.02
Cc1cccn2c(=O)c3cc(C(=O)N4CCN(Cc5ccccc5)CC4)sc3nc12 | 12.2 | -3.7 | -92.1 | 18.8 | 1.01 | -1.4 | -2.5 | -3.7 | 0.812
O=C1c2ccc(-c3ccc(F)cc3OCc3ccccc3)cc2S(=O)(=O)c2cccc(C(=O)N3CCN(c4ncc(Br)cn4)CC3)c21 | 11.5 | -1.8 | 16.1 | 1.6 | 1.02 | -2.5 | 1.3 | -8.1 | 0.984
CCC(C)C(NS(=O)(=O)c1ccc(C)cc1)C(=O)NCCCN1CCOCC1 (stereo not given) | 11.4 | -4.0 | 2.0 | -25.6 | 0.94 | 6.0 | -3.0 | -3.6 | 1.26
O=C(NC1CCCC1)C(c1ccccc1)N(Cc1ccc(F)cc1)C(=O)c1csnn1 (stereo not given) | 2.4 | -0.8 | 0.6 | -3.7 | 0.945 | 5.5 | -1.4 | -6.5 | 1.04
CCC1=NC(c2ccccc2Cl)N(O)C1(C)C (stereo not given) | 14.2 | 0.7 | 0.5 | 8.0 | 1.01 | -0.9 | -3.3 | -2.0 | 0.92
O=[N+]([O-])c1ccc(N2CCN(CCOCCO)CC2)c([N+](=O)[O-])c1 | 13.9 | 1.1 | 1.8 | -7.7 | 0.997 | 0.3 | 0.2 | -5.1 | 1.08
COc1ccc(NC(=S)N(CCO)Cc2cc3c(C)cc(C)cc3[nH]c2=O)cc1 | 10.6 | -1.0 | -0.3 | 13.2 | 0.927 | 7.3 | 4.6 | -5.5 | 0.868
CCOc1cc(CNCc2cc(OC)cc(OC)c2)ccc1OC | 13.4 | -2.6 | -6.7 | -5.9 | 0.935 | 6.5 | 0.1 | -8.4 | 1.06
COc1ccc(OCc2nnc(SCC(=O)Nc3ccccc3C#N)o2)cc1 | 15.2 | -1.7 | 0.8 | 5.1 | 1.01 | -0.9 | 0.3 | -10.5 | 0.949
CC1(NC(=O)CCc2nc3ccccc3c(=O)[nH]2)CCS(=O)(=O)C1 (stereo not given) | 12.8 | -0.6 | 0.8 | -7.2 | 1.03 | -2.7 | -1.9 | -3.8 | 1.07
CCOC(=O)C1(Cc2cccc(OC)c2)CCN(Cc2ccc(OC)c(O)c2)CC1 | 19.5 | 1.1 | 1.1 | 12.1 | 0.968 | 3.2 | -2.2 | -5.7 | 0.879
COCc1c(C(=O)N/N=C\c2cccs2)nnn1-c1nonc1N | 8.0 | -3.0 | 2.3 | 7.7 | 0.969 | 3.1 | 0.0 | -12.4 | 0.923
O=C1c2ccsc2SCCN1Cc1ccc(Cl)cc1Cl | 65.2* | -1.6 | 1.7 | 11.0 | 1.02 | -1.6 | -1.2 | -5.5 | 0.89
CC(=O)Nc1cccc(C(=O)OCC(=O)NC2CCCCCCC2)c1 | 24.8 | -5.9 | 0.9 | -10.0 | 1.05 | -5.1 | -3.1 | -4.9 | 1.1
O=C(COC(=O)c1cc([N+](=O)[O-])ccc1NCc1ccccc1)NC1CCCc2ccccc21 (stereo not given) | 11.4 | 2.7 | -1.8 | -15.0 | 0.913 | 8.7 | -1.9 | 0.6 | 1.15
O=C(Cn1cc([N+](=O)[O-])ccc1=O)NCC1COc2ccccc2O1 (stereo not given) | 14.3 | 3.6 | -1.8 | 0.6 | 0.953 | 4.7 | -0.5 | 1.4 | 0.994
CCNc1nc(=S)nc(NCc2ccccc2)[nH]1 | -2.4 | -4.4 | · | -37.3 | 1 | -0.2 | -2.8 | -4.8 | 1.37
Cc1noc(C)c1COc1ccc(C(=O)OC(C)C(=O)Nc2ccc(S(=O)(=O)N3CCOCC3)cc2)cc1 (stereo not given) | 3.8 | -1.5 | 1.4 | 7.4 | 1.08 | -7.6 | -0.3 | -4.0 | 0.926
COc1ccc(CCC(=O)NCC(c2ccco2)N2CCc3ccccc32)cc1 (stereo not given) | 22.2 | 0.7 | -0.7 | -10.3 | 1.04 | -4.1 | -0.5 | 3.3 | 1.1
Cc1cc(C)nc(NC(=O)c2c(-c3ccccc3Cl)noc2C)n1 | 5.5 | 2.2 | -2.6 | -4.6 | 1.05 | -4.9 | -3.9 | -1.7 | 1.05
COc1ccc(/C=N/c2sc3c(c2C#N)CCN(Cc2ccccc2)C3)c(O)c1 | 7.4 | -1.1 | · | 11.3 | 0.823 | 17.7 | -0.5 | -4.9 | 0.887
O=C(Cc1ccc([N+](=O)[O-])cc1)Nc1cc(C(F)(F)F)cc(C(F)(F)F)c1 | 20.8 | 2.3 | 6.0 | 1.1 | 0.999 | 0.1 | -3.5 | -0.9 | 0.989
Cc1ccnc(NC(=O)CNC(=O)c2ccccc2Br)c1 | -1.3 | 3.0 | -1.2 | -25.1 | 0.955 | 4.5 | -2.6 | 5.2 | 1.25
COc1cc(-c2nnc(SCC#CCO)o2)cc(OC)c1OC | 13.4 | -2.7 | -3.1 | 8.4 | 0.991 | 0.9 | -1.4 | -1.5 | 0.916

Profiles, quoted from the list.
CCC(C)C(NS(=O)(=O)c1ccc(C)cc1)C(=O)NCCCN1CCOCC1 (stereo not given) reads NALP3 yeast inh: 11.4; APOBEC3A inh: -4.0; SENP1 FRET inh: 2.0; hIAP block: -25.6; mIAP act: 0.94; mIAP block: 6.0; beta cell repl: -3.0; APOBEC3G inh: -3.6; hIAP act: 1.26
O=C1c2ccc(-c3ccc(F)cc3OCc3ccccc3)cc2S(=O)(=O)c2cccc(C(=O)N3CCN(c4ncc(Br)cn4)CC3)c21 reads NALP3 yeast inh: 11.5; APOBEC3A inh: -1.8; SENP1 FRET inh: 16.1; hIAP block: 1.6; mIAP act: 1.02; mIAP block: -2.5; beta cell repl: 1.3; APOBEC3G inh: -8.1; hIAP act: 0.984

Continuation:
SMILES | NALP3 yeast inh | APOBEC3A inh | SENP1 FRET inh | hIAP block | mIAP act | mIAP block | beta cell repl | APOBEC3G inh | hIAP act
O=C(N/N=C1\CC2CC=CC12)c1ccc(COc2ccccc2)cc1 (stereo not given) | 22.4 | 0.7 | 0.1 | -11.5 | 0.956 | 4.4 | 1.5 | -1.8 | 1.11
Cc1ccccc1N(CC(=O)N1CCCC1)S(=O)(=O)c1ccc(Cl)cc1 | 8.6 | -3.4 | -0.5 | -15.5 | 0.969 | 3.1 | 7.2 | -3.5 | 1.16
CN(C(=O)c1cccc(NC(=O)Cc2ccc([N+](=O)[O-])cc2)c1)C1CCCCC1 | 7.5 | -2.7 | 5.5 | 0.1 | 1.03 | -2.6 | -4.7 | -6.0 | 0.999
C1CCC(C23CC4CC(CC(C4)C2)C3)NC1 (stereo not given) | 1.9 | -3.0 | 1.4 | -2.9 | 1.01 | -1.4 | -0.8 | -4.7 | 1.03
COc1ccc(C(=O)NCCCNC(=O)c2cnccn2)cc1Br | 18.5 | -4.8 | -0.9 | -15.2 | 0.987 | 1.3 | 9.2* | -10.1 | 1.15
Cc1cc(=O)n2c(c1C#N)SC1CCCCC12O (stereo not given) | 15.5 | -4.2 | -0.1 | 4.4 | 0.888 | 11.2 | -3.9 | -7.8 | 0.956
Cc1ccc(C(=O)NC2CCCCNC2=O)cc1C (stereo not given) | 7.2 | -2.8 | -0.4 | -10.3 | 0.906 | 9.4 | -3.1 | -8.0 | 1.1
Cc1cc(C)cc(C(=O)NCCCN2CCOCC2)c1 | 20.5 | 1.2 | -0.6 | -4.4 | 0.983 | 1.7 | -0.4 | -0.9 | 1.04
Cc1ccc(C)c(Nc2nc3c(S(=O)(=O)c4ccccc4)nnn3c3ccccc23)c1 | -4.5 | -1.7 | -1.9 | -8.9 | 0.958 | 4.2 | -1.1 | -2.4 | 1.09
Cc1ccc(C(C(=O)NC2CCCCC2)N(C(=O)c2csnn2)C2CC2)o1 (stereo not given) | 0.5 | -0.9 | 2.2 | -1.7 | 1.11 | -10.8 | -3.9 | -2.6 | 1.02
Cc1cccc(NC(=O)c2cc3ccccc3oc2=O)c1 | 22.0 | -3.1 | 2.0 | -33.1 | 0.92 | 8.0 | -1.3 | -9.3 | 1.33
COCCn1nnnc1C(c1ccc2ncccc2c1)N1CCN(c2ccccc2F)CC1 (stereo not given) | 16.5 | -2.3 | 1.1 | 10.2 | 0.98 | 2.0 | -1.0 | -4.3 | 0.898
CN(C)NC(=S)NC1CCS(=O)(=O)C1 (stereo not given) | 0.3 | -5.8 | 3.1 | 9.5 | 1 | -0.3 | -3.5 | -7.2 | 0.905
N#C/C(=C/N1CCOCC1)c1ccccc1 | 2.5 | -4.6 | 1.2 | -21.7 | 1.17 | -17.1 | -1.5 | -4.2 | 1.22
O=C(O)c1cccc(COc2cccc3ccccc23)c1 | 25.0 | 0.7 | 0.4 | 5.6 | 1.04 | -3.7 | -1.0 | -0.5 | 0.944
O=C(C1CCCO1)N1CCN(C(=S)NC2CC2)CC1 (stereo not given) | 7.9 | -4.1 | 1.4 | -8.8 | 1.03 | -2.8 | -2.2 | -6.9 | 1.09
CCOC(=O)c1c(C)cccc1OCC(N)=O | 8.2 | -4.2 | 2.2 | -32.1 | 1.02 | -2.3 | -0.9 | -6.7 | 1.32
Cc1cc(C)n(CCC(=O)N/N=C/c2cccc([N+](=O)[O-])c2)n1 | 9.4 | -1.2 | 1.1 | -1.8 | 1.04 | -4.3 | -1.3 | -6.0 | 1.02
COc1ccccc1-c1cc(C(=O)NCCCN2CCOCC2)no1 | 8.2 | -3.5 | 0.6 | -11.4 | 0.978 | 2.2 | 0.0 | -8.0 | 1.11
CCCCn1nc(NS(=O)(=O)c2cccc3nonc23)c2cc3cccc(C)c3nc21 | 25.4 | 0.3 | -6.4 | -17.5 | 0.994 | 0.6 | -3.6 | -1.2 | 1.18
CN(C)CCNC(=O)c1scc2c1CCCC2 | -2.6 | -1.7 | 2.2 | -22.0 | 0.967 | 3.3 | -2.5 | -7.9 | 1.22
COc1ccc(-c2noc(Cc3ccccc3OC)n2)cc1 | 25.0 | 2.1 | -0.7 | -19.9 | 0.992 | 0.8 | -2.2 | -2.4 | 1.2
CCOc1ccc(-n2c(SCC(=O)Nc3ccc(OC)cc3OC)nc3c(c2=O)SCC3)cc1 | 29.7 | 4.2 | -1.6 | 8.7 | 1.06 | -6.4 | -0.1 | 4.0 | 0.913
COc1cc(/C=N/N=C(\N)c2nonc2N)ccc1O | -33.8 | 0.6 | 11.9 | 5.0 | 1.04 | -4.5 | 1.1 | -4.8 | 0.95
O=C(NCC1COc2ccccc2O1)c1ccc(Br)s1 (stereo not given) | 37.7 | -3.6 | 0.7 | 5.1 | 0.946 | 5.4 | -1.8 | -7.9 | 0.949
COc1ccc(S(=O)(=O)N2N=C(C)Oc3ccccc3C2=O)cc1 | 8.7 | 4.8 | 1.1 | 5.0 | 0.794 | 20.6 | 0.3 | -1.2 | 0.95
O=C(c1ccccc1)N1CCn2c(nc3ccccc32)C1 | 9.3 | 1.0 | 2.4 | -45.0 | 1.04 | -3.7 | -2.4 | 0.1 | 1.45
